# Screening results: PubChem BioAssay, National Center for Advancing Translational Sciences (NCATS)
# TRHR agonist = activates the human TRH receptor; TRHR cells, calcium flux fluo-8, FDSS agonist mode; P34981; 360,000 compounds, 0.18% hits; AID 493084; activation, % at 2 µM; in the data active = activation above about 30%; also: 0% is about no effect
# Target sequence (P34981 whole entry, looked up): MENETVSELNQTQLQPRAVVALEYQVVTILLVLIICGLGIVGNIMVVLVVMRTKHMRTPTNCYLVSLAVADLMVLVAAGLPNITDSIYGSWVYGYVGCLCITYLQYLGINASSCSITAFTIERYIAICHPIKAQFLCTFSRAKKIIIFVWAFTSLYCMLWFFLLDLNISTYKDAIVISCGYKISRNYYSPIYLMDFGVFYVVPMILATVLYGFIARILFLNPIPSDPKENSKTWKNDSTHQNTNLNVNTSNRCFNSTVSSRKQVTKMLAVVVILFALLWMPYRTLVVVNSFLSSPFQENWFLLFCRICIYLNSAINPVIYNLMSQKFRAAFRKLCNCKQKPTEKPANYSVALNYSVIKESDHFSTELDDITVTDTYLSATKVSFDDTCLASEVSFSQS
#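 TRHR-expressing cells loaded with fluo-8 calcium dye; 23 nL library compound pin-transferred, kinetic FDSS fluorescence (Ex 480/Em 530) recorded about 180 s for agonist-induced calcium release, before a 10 nM TRH EC20 addition for potentiator mode.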
# TRHR enhancer = allosterically enhances the human TRH receptor | 360,000 compounds, 0.66% hits | AID 493056 | P34981 | enhancement, % at 2 µM | TRHR cells, fluo-8 calcium fluorescence, EC20 TRH enhancement; in the data active = enhancement above about 30%; also: 0% is about no effect
#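 Enhancer read-out: after compound pinning and an initial kinetic agonist-mode read, an EC20 of TRH (10 nM final) was injected and fluo-8 calcium signal (Ex 480/Em 530) followed at 1 s/cycle for 100 cycles in TRHR-expressing cells.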
# RXFP1 agonist = activates the human relaxin receptor RXFP1. Q9HBX9. Potency, µM (titrated, usually from 57.5 µM), without a hit: at the top dose activation, hits mostly activators. HEK293T-RXFP1 cAMP TR-FRET, 30 min; response scale: percent of porcine relaxin response, buffer zero. AID 2676. 370,000 compounds, 0.3% hits; also: potency is read from the fitted curve at half-maximal effect; % is scaled to controls: 0 for no effect and ±100 for the full control effect; nearly all actives have a fitted effect of over 60% in size; many of its hits are not listed in these tables
#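 Agonist response is measured as cAMP accumulation in an RXFP1-transfected HEK293T line under PDE4 inhibition. Values are scaled between buffer-only and 29 nM porcine relaxin, and EC50s come from standard Hill equation fits.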
# D1 ag = agonists of human D1 dopamine receptor. P21728. HEK293 T-REx D1 cells, calcium flux, agonist mode. 360,000 compounds, 1% hits. activation, % at 2 µM; in the data active = activation above about 30%; also: 0% is about no effect
# Target sequence (P21728 whole entry, looked up): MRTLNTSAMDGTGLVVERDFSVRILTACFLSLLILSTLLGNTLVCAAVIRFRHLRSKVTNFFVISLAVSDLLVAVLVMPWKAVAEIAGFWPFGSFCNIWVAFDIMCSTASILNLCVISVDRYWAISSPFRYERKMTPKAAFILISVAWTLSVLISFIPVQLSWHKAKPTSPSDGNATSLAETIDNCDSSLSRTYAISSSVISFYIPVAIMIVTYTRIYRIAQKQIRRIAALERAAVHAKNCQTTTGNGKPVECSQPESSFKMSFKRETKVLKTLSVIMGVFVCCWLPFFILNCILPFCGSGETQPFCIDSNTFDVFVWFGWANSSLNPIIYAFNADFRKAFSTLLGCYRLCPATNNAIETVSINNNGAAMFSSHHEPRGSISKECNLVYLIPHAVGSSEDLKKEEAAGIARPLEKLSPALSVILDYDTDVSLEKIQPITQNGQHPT
#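 Agonism was scored from calcium flux recorded over 180 s (1 read/s) after pintool compound addition, following a 10-cycle baseline. Cells were inducible force-coupled HEK293 TREx D1, plated overnight at 30 C and loaded with no-wash calcium dye.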
# Apoferritin bind = binds horse apoferritin like a general anesthetic. apoferritin/1-aminoanthracene competitive binding, fluorescence. Potency, µM (series often up to 77.5 µM), inactives show at the top dose activity change, negative = displacement, actives largely listed as inhibitors. 350,000 compounds, 0.074% hits. AID 485281; also: potency is read from the fitted curve at half-maximal effect; % is scaled to controls: 0 for no effect and ±100 for the full control effect; nearly all actives have a fitted effect of over 20% in size
# Target sequence (P02791 2-175 limits assumed): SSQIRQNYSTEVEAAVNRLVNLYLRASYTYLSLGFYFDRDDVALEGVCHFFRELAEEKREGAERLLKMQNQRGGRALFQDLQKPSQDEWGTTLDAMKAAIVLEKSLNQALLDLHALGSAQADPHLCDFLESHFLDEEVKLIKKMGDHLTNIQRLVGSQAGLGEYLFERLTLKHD
#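 Read-out: endpoint 1-AMA fluorescence, excitation 380 nm and emission 535 nm, after compounds sit 10 min at room temperature with 10 uM horse-spleen apoferritin in 50% saturated 1-AMA/PBS. Values come from four-parameter Hill fits.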
# D1 PAM = human D1 dopamine receptor positive modulation | P21728 | HEK293 TREx D1 cells, calcium flux, dopamine EC20 potentiation | potentiation, % at 10 µM | 360,000 compounds, 0.036% hits | AID 504651; in the data active = potentiation above about 30%; also: 0% is about no effect
# D2 PAM = positive allosteric modulators of human D2 dopamine receptor. P14416. HEK293 T-REx D2, calcium flux, EC20 dopamine potentiation. potentiation, % at 10 µM. 340,000 compounds, 0.34% hits. AID 485347;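 active = potentiation over 3 SD above the plate norm, cut at about 30% in these data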; also: 0% is about no effect
#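 Tetracycline-induced HEK293 T-REx cells force-coupled to calcium signalling expressed D2; compounds were pin-added after a 10 s baseline, read kinetically 180 s, then an EC20 dopamine challenge followed with a further 180 s calcium read.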
# D1 antag = blocks dopamine activation of the human D1 receptor | HEK293 TREx D1 cells, calcium flux, dopamine EC80; stronger effect = lower value | activity change, negative = inhibition, % at 10 µM | 360,000 compounds, 3.2% hits | AID 504652; in the data active = activity change below about -30%; also: % is scaled to controls: 0 for no effect and ±100 for the full control effect
#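 Tetracycline-induced HEK293 T-REx cells with force-coupled D1 receptor were loaded with a no-wash calcium dye. Compound was added after a 10 s baseline and read kinetically for 180 s; EC80 dopamine was then added and calcium flux followed another 180 s.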
# RXFP1 antag = antagonists of human relaxin receptor RXFP1. Q9HBX9. HEK293-RXFP1, relaxin-stimulated cAMP HTRF, 30 min; stronger effect = lower value. activity change, negative = inhibition, % at 57.5 µM. 350,000 compounds, 0.59% hits. AID 1259400;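 active = activity change of -60% or lower, but not beyond a set lower limit; inconclusive = change between -60% and -40%, or beyond the set limit; inactive = change above -40%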; also: % is scaled to controls: 0 for no effect and ±100 for the full control effect
# Active calls of the source: *; ? = inconclusive; . = no result given; [ ] = another dose, or the depositor's remark. Unless noted, calls follow the shape of the dose curve; as a rule, active = well fitted curve in the direction sought with a large enough effect; inconclusive = small, poorly fitted or top-dose-only effect, or another doubt; inactive = no such curve, though single readings can be large; an effect the other way counts as inactive or inconclusive. These rows are one share of the data; count on the stated rates, not on these rows.
# Every second line gives: RXFP1 agonist	Apoferritin bind	D1 PAM	TRHR enhancer	D1 ag	TRHR agonist	D1 antag	RXFP1 antag	D2 PAM
COc1ccc(-n2c(SCC(=O)Nc3nccs3)nc3c(c2=O)SCC3)cc1
 : -1.0%	-1%	6	-1	1	-0.4	-11	.	4
CN(C)S(=O)(=O)c1ccc(C(=O)NCCSc2ccccc2)cc1
 : -0.8%	92%[activator]	-7	8	3	-0.5	-3	-1	7
O=C(COc1ccc(Cl)cc1Br)Nc1ccncc1
 : 1.3%	-9%	2	-2	17	0.3	-9	-3	3
COCCNc1nnc(SCC(=O)Nc2nnc(-c3ccccc3)o2)s1
 : -0.6%	.	-5	-5	-2	0.0	-17	-8	28
CCOc1ccc(CCNC(=O)CSCC(=O)Nc2cccc(C)c2)cc1OCC
 : 0.1%	.	-1	6	0	0.7	-9	7	6
Cc1oc(-c2ccc(C(=O)Nc3ccccc3F)cc2)nc1COc1ccccc1
 : 27%	-11%	-2	1	18	2.1	-22	-18	6
N#C/C(=N\Nc1cccc(C(F)(F)F)c1)C(=O)c1csc(-c2cccnc2)n1
 : 5.7%	-7%	-10	-6	17	-0.4	-24	.	-3
NC(=O)c1ccc(N2CCCCCC2)c([N+](=O)[O-])c1
 : 2.3%	?	-3	5	3	-0.7	7	-9	5
CCOc1ccc(-c2nn(-c3ccccc3)cc2C2NC(=O)NC(C)=C2C(=O)OC(C)C)cc1 (configuration not stated)
 : 1.3%	-13%	-1	1	13	1.6	-1	.	-4
C=CCn1cnc2c(oc3ccccc32)c1=O
 : 2.4%	-8%	-3	-6	0	0.2	7	-8	3

# The list goes on; the last two above are carried over.
# Every second line gives: RXFP1 agonist	Apoferritin bind	D1 PAM	TRHR enhancer	D1 ag	TRHR agonist	D1 antag	RXFP1 antag	D2 PAM
CCOc1ccc(-c2nn(-c3ccccc3)cc2C2NC(=O)NC(C)=C2C(=O)OC(C)C)cc1 (configuration not stated)
 : 1.3%	-13%	-1	1	13	1.6	-1	.	-4
C=CCn1cnc2c(oc3ccccc32)c1=O
 : 2.4%	-8%	-3	-6	0	0.2	7	-8	3
Cc1ccc(S(=O)(=O)NCCCN2CCOCC2)c(C)c1
 : -1.0%	-14%	1	-1	0	0.6	4	-14	4
Nc1cc(Cl)ccc1Oc1ccccc1
 : 1.7%	?	-4	0	2	-1.0	-7	3	-5
O=C1CC(N2CCN(S(=O)(=O)c3cccc(C(F)(F)F)c3)CC2)C(=O)N1Cc1ccccc1 (configuration not stated)
 : 0.0%	-18%	-1	1	3	-0.3	4	9	-1
CS(=O)(=O)N1CCc2cc(C(=O)O)ccc21
 : 0.7%	-5%	13	-1	3	0.1	6	-4	31*
CCc1cccc(NS(=O)(=O)c2ccc3c(c2)N(CC(=O)OC)C(=O)CS3)c1
 : 2.2%	-5%	0	3	-1	-0.3	2	-10	5
C=CCc1c(C)nc(C)nc1N/N=C/c1ccccc1
 : -0.2%	-18%	-1	0	3	-0.8	.	-5	6
COc1ccc(S(=O)(=O)Cc2ccc(C(=O)N3CCN(c4cccc(C)c4)C(C)C3)o2)cc1 (configuration not stated)
 : 2.8%	-21%	.	-3	13	-0.4	-15	.	-6
Cc1cccc(-c2nnc(SCC(=O)c3ccc(O)cc3O)n2C)c1
 : 1.4%	-6%	3	-2	1	-0.7	-7	8	-7
CC(C)c1ccc(N(CC(=O)NCCSCc2ccco2)S(C)(=O)=O)cc1
 : 5.8%	-12%	5	-3	2	-0.2	-61*	-16	4
COc1ccc(C(=O)NCC(=O)OCc2cccc(Br)c2)cc1
 : -3.7%	-20%	-6	-4	2	0.2	1	5	-6

# The last six compounds of the part above open the next one:
# Every second line gives: RXFP1 agonist	Apoferritin bind	D1 PAM	TRHR enhancer	D1 ag	TRHR agonist	D1 antag	RXFP1 antag	D2 PAM
CCc1cccc(NS(=O)(=O)c2ccc3c(c2)N(CC(=O)OC)C(=O)CS3)c1
 : 2.2%	-5%	0	3	-1	-0.3	2	-10	5
C=CCc1c(C)nc(C)nc1N/N=C/c1ccccc1
 : -0.2%	-18%	-1	0	3	-0.8	.	-5	6
COc1ccc(S(=O)(=O)Cc2ccc(C(=O)N3CCN(c4cccc(C)c4)C(C)C3)o2)cc1 (configuration not stated)
 : 2.8%	-21%	.	-3	13	-0.4	-15	.	-6
Cc1cccc(-c2nnc(SCC(=O)c3ccc(O)cc3O)n2C)c1
 : 1.4%	-6%	3	-2	1	-0.7	-7	8	-7
CC(C)c1ccc(N(CC(=O)NCCSCc2ccco2)S(C)(=O)=O)cc1
 : 5.8%	-12%	5	-3	2	-0.2	-61*	-16	4
COc1ccc(C(=O)NCC(=O)OCc2cccc(Br)c2)cc1
 : -3.7%	-20%	-6	-4	2	0.2	1	5	-6
Cn1c(=O)cc2c3c(c(N4CCCCC4)ccc31)C(=O)c1ccccc1-2
 : 7.9%	-4%	3	2	2	0.6	3	2	2
CCOC(=O)c1cnc(SCC(=O)NCc2ccco2)nc1N
 : 0.4%	-8%	-3	-7	2	0.0	10	4	8
CC(Sc1nnc(Cc2cccs2)n1C)C(=O)Nc1ccc(C(N)=O)cc1 (configuration not stated)
 : -0.1%	.	-1	2	5	0.3	3	0	8
CCCc1cc(=O)[nH]c(SCC(=O)N2CCC(C)CC2)n1
 : 2.2%	0%	-5	-1	1	0.1	28	4	-8
CN(/N=C/c1ccccc1O)C(=S)c1ccccc1
 : -0.3%	-23%	1	8	5	-0.6	8	-8	0
Cc1cccc(N2CC(C(=O)Nc3ccccc3N3CCCC3)CC2=O)c1C (configuration not stated)
 : -1.1%	.	-6	-15	1	-0.1	0	-16	-14
Cc1cc(C)nc(SCc2cc(=O)c(OC(=O)c3ccc(Br)o3)co2)n1
 : 0.1%	-22%	-4	10	1	-1.4	-15	-27	.
Cc1cc(OCC(O)CN2CCc3ccccc3C2)cc(C(C)C)c1 (configuration not stated)
 : -0.9%	-12%	8	6	30	-0.6	3	-21	14
CC(C)OC(=O)CC(=O)CSc1nc(-c2ccc(F)cc2)cc(-c2ccccc2)c1C#N
 : 1.4%	-5%	-6	-6	7	0.2	8	-20	9
COc1ccc(CCC(=O)Nc2ccc(S(=O)(=O)N3CCOCC3)cc2)cc1
 : -1.0%	1%	2	1	11	-0.1	5	-10	-5
CC(C)(C)NC(=O)C(c1ccncc1)N(C(=O)Cn1nnc(-c2ccc(F)cc2)n1)c1ccccc1 (configuration not stated)
 : -1.1%	-8%	-2	8	5	0.2	-9	-21	10
O=C(Nc1nc2cc3c(cc2s1)OCCO3)c1ccc([N+](=O)[O-])o1
 : 1.1%	-10%	12	9	1	-0.3	-9	6	11
Cc1cc2cc(C)c(SCC(=O)NCc3ccco3)nc2cc1C
 : ?	-22%	5	-9	5	-0.1	12	-14	19
Cc1cc(NC(=O)Cc2c(F)cccc2Cl)no1
 : 0.9%	2%	0	-4	-4	-0.8	-30*	-6	7
O=C(C1=C[C@H](c2csc3ccccc23)C[C@H](OCc2ccc(CO)cc2)O1)N1CCN(Cc2ccc3c(c2)OCO3)CC1
 : -0.1%	31%[activator]	4	-6	0	0.7	-34*	.	-5
S=C(NC1CCCCC1)NC1CC2C=CC1C2 (configuration not stated)
 : 3.9%	-6%	-7	5	4	0.8	-14	14	-4
CCOC(=O)C1(CCSC)NC(c2ccco2)C2C(=O)N(CC)C(=O)C21 (configuration not stated)
 : 0.9%	-4%	2	-4	8	0.0	15	-7	-14
CC(C(=O)Nc1ccon1)N1C(=O)c2ccccc2S1(=O)=O (configuration not stated)
 : 0.5%	.	3	5	1	0.5	-7	-6	-5
COc1ccc(S(=O)(=O)n2nc(C)c(S(=O)(=O)N3CCOCC3)c2C)cc1OC
 : 0.7%	-4%	-1	-2	4	0.1	2	.	-6
CCN(C(=O)c1cnc(OC)cc1C(F)(F)F)c1ccc(Cl)cc1
 : 1.5%	6%	-1	-6	3	-1.3	-16	-6	-3
Cc1ccc2c(=O)cc(C(=O)NC3CCS(=O)(=O)C3)oc2c1C (configuration not stated)
 : 0.0%	-4%	1	3	0	0.5	6	-4	-4
Cc1cc(C)n(CC(=O)N2N=C(C(F)F)CC2(O)C(F)F)n1 (configuration not stated)
 : 3.9%	2%	-1	1	4	0.1	8	-1	10
COc1cc(/C=C/C(=O)OCC(=O)N(C)Cc2ccccc2)ccc1O
 : 1.3%	.	-4	0	3	-1.6	-27	-2	3
COc1cc(/C=C(\C#N)c2nc3ccc(C)cc3[nH]2)ccc1OC(C)C
 : 7.3%	-9%	-4	0	-1	-0.4	2	.	-2
O=C(Nc1ccc(S(=O)(=O)Nc2ncccn2)cc1)c1ccccc1
 : 1.6%	-2%	-6	-5	-1	0.4	-8	0	-8
O=C(c1ccc(COc2c(F)c(F)c(F)c(F)c2F)o1)N1CCOCC1
 : 2.5%	-11%	-8	3	2	-0.2	-4	3	3
COc1cccc(C(c2sc3nc(-c4ccco4)nn3c2O)N2CCCC2)c1 (configuration not stated)
 : -1.2%	3%	0	1	0	0.5	.	2	-7
CC(C)n1c(SCC(N)=O)nc2c1c(=O)n(C)c(=O)n2C
 : 3.8%	-12%	0	1	2	0.1	-14	0	1
Cc1ccc2nc(Nc3cccc(C(F)(F)F)c3)c3nnnn3c2c1
 : 19%	-1%	-2	-4	0	-0.3	1	-2	5
COc1cc(/C=C/C(=O)N2CCN(c3n[nH]c(=O)[nH]c3=O)CC2)cc(OC)c1OC
 : -0.2%	1%	1	-7	1	-0.5	-14	-11	4
O=C(CCNS(=O)(=O)c1ccccc1C(F)(F)F)NCc1ccc2c(c1)OCO2
 : 0.1%	?	0	-4	-2	-0.2	.	21	14
COc1cccc(CN2CCNC(=O)C2CC(=O)NCc2cn3cccc(C)c3n2)c1OC (configuration not stated)
 : -0.5%	-7%	-3	-2	3	1.2	-16	-12	-11
O=C(Nc1ccccc1C(=O)NCCN1CCOCC1)c1cccc([N+](=O)[O-])c1
 : 8.6%	-3%	0	0	2	-0.2	0	-9	12
